ERK EGF inh: inhibitors of EGF-stimulated ERK signaling pathway. Potency, µM (titrated, usually from 11.5 µM), for inactives: at the highest dose activity change, negative = inhibition, usual class: inhibitors. hit rate 0.41% among 130,000. AID 1454. HEK293-V1b, EGF-stimulated phospho-ERK AlphaScreen; active = well fitted inhibition curve with a large enough effect; inconclusive = small, poorly fitted or top-dose-only effect, or effect the other way;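 note: plate controls were stimulated vehicle wells for no effect and unstimulated vehicle basal for full effect; nearly all actives have a fitted effect of over 55% in size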
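HEK293 cells stably expressing V1b receptor, serum-reduced (1% FBS) overnight, got compound for 30 min at 37C, then 25 nM EGF for 5 min. Lysate phospho-ERK read by AlphaScreen SureFire; AC50 from Hill fits.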
* marks the source's active call; other numbers are inactive results; ? = inconclusive; [ ] = remark or other dose. Potency is the fitted concentration of half-maximal effect. An excerpt; the hit share may differ from the screen's.

#	mol	ERK EGF inh
1	CCOC(=O)C(Cc1ccccc1)C(=O)Nc1ccc(NC(=O)C(Cc2ccccc2)C(=O)OCC)cc1 (stereo not drawn)	0.9%
2	COCCOC(=O)c1c(C)oc2ccc(NS(=O)(=O)c3ccc(C)cc3)cc12	-27.1%[57.5 µM]
3	Cc1ccnc(N/C=C(/NC(=O)c2ccccc2)C(=O)NN)n1	-4.8%
4	Cc1cc(=O)[nH]c(SCc2csc(-c3ccccc3)n2)n1	4.9%
5	Cc1c2cnn(CC(=O)Nc3c(F)c(F)cc(F)c3F)c(=O)c2c(C)n1Cc1ccc(F)cc1	-0.4%
6	CC(C)c1ccccc1OCC(=O)NC1CCCc2ccccc21 (stereo not drawn)	3.4%
7	CCc1n[nH]c(=S)n1/N=C/c1ccccc1OCc1ccc(Cl)cc1	-1.1%
8	Cc1ccc(Sc2nc3ccc(C)cn3c(=O)c2/C=N/O)cc1	-3.7%
9	Cc1cc(=O)[nH]c(SCc2cn3ccccc3n2)n1	5.7%
10	O=C(COC(=O)Cn1cnc2ccccc2c1=O)Nc1ccccc1Sc1ccc(Cl)cc1	0.7%
11	CS(=O)(=O)N1CCN(C(=O)c2ccc(Cl)s2)CC1	-20.5%
12	COCCN(C(=O)CSc1nnc(-c2ccccc2F)n1C)c1c(N)n(Cc2ccccc2)c(=O)[nH]c1=O	-4.5%
13	Cc1ccc(NC(=O)c2ccccc2Cl)cc1-n1cnnn1	-1.8%
14	CNC(=S)/N=C(\Nc1ccc(C)cc1)c1ccccc1	-1.1%[57.5 µM]
15	O=C(Nc1ccc(F)cc1)Nc1ccc(N2CCOCC2)c2nonc12	-9.7%
16	O=C(CNS(=O)(=O)c1ccccc1)NCC(=O)OCc1ccc(C(=O)c2ccccc2)cc1	-5.9%
17	CCOC(=O)c1c(C)[nH]c(C(=O)COC(=O)c2ccc(O)cc2O)c1C	-5.5%[57.5 µM]
18	COc1ccc(C(=S)N2CCOCC2)cc1OS(=O)(=O)c1ccccc1[N+](=O)[O-]	1.4%
19	Cc1cc(/C(O)=C2\C(=O)C(=O)N(CCN(C)C)C2c2ccncc2)ccc1OCc1ccccc1 (stereo not drawn)	-4.0%
20	Cn1ncc2c(NNC(=O)c3ccccc3Cl)ncnc21	1.7%
21	COc1cc(C(=O)NCC(c2cccnc2)N2CCN(c3ccc(F)cc3)CC2)cc(OC)c1OC (stereo not drawn)	8.0%
22	C[C@H]1CCC[C@]2(O[C@@H](CCO)C[C@H](O)[C@H]2O)O1	6.5%
23	COCCn1c(N)c(N(Cc2ccccc2)C(=O)Cc2c(Cl)cccc2Cl)c(=O)[nH]c1=O	-2.0%
24	Cc1ccc(-c2cc(C(=O)Nc3ccc(S(=O)(=O)Nc4nc(C)cc(C)n4)cc3)c3ccccc3n2)cc1	5.4%
25	NC1=NCC(O)=C1c1nc2ccccc2[nH]1	-0.4%
26	O=C(CN(c1ccccn1)S(=O)(=O)c1ccccc1)N/N=C/c1cccc([N+](=O)[O-])c1	-1.4%
27	CCOc1ccc(NC(C)C(=O)N/N=C/c2ccc([N+](=O)[O-])cc2)cc1 (stereo not drawn)	4.2%
28	COc1ccc(-c2nc3cnc(N4CCOCC4)nc3n(CCC#N)c2=O)cc1	9.0%
29	CC(=O)Nc1ccc(S(=O)(=O)NCCSCc2cccc(Cl)c2)cc1	-3.2%
30	O=C(Nc1ccc(-c2cn3ccccc3n2)cc1)c1cccs1	-5.1%
31	O=C(N/N=C/c1ccc2cccnc2c1)c1ccco1	-8.8%[57.5 µM]
32	CCOC(=O)c1ccc2[nH]c3ccccc3c2c1	-10.8%[57.5 µM]
33	O=C(O)Cn1cc(/C=C/[N+](=O)[O-])c2ccccc21	3.2%
34	CNC(=S)N(Cc1ccccc1)Cc1cccnc1	-4.6%[57.5 µM]
35	CC(C)=CC(=O)Nc1nc2ccc([N+](=O)[O-])cc2s1	-22.0%
36	COc1ccc(NC(=O)CSc2ncc(-c3ccc(F)cc3)n2Cc2ccco2)cc1	0.3%
37	COC(=O)c1ccc(S(=O)(=O)NCc2ccccn2)n1C	-5.5%[57.5 µM]
38	Cc1cc(C(=O)OCC(=O)c2ccc(Cl)c([N+](=O)[O-])c2)c2cccc(C)c2n1	2.0%
39	COc1ccc(CCNC(=O)C(NS(=O)(=O)c2ccc3c(c2)CCN3C(C)=O)C(C)C)cc1OC (stereo not drawn)	3.7%
40	OC(COCc1ccc(Cl)cc1)CN1CCN(c2ccccn2)CC1 (stereo not drawn)	2.3%
41	O=c1nc(/C=C/c2ccc(O)c(O)c2)oc2ccccc12	?
42	O=C(C1CCCO1)N(c1ccc(F)cc1)C1C=CS(=O)(=O)C1 (stereo not drawn)	0.0%
43	CCN(CC)CCN1C(=O)Cn2c(C)c(C)c3cccc1c32	-6.1%
44	N=C1C(c2ccccc2)=C(O)CN1CCCO	0.1%[57.5 µM]
45	CC1(C)S[C@H]2[C@@H](NC(=O)C(N)c3ccccc3)C(=O)N2[C@H]1C(=O)O (stereo partly drawn)	0.4%
46	O=C(Nc1nnc(SCc2ccccn2)s1)C1CC(=O)N(c2ccccc2)C1 (stereo not drawn)	-4.0%
47	CNc1nc(-c2ccccc2)cc(C)c1S(C)(=O)=O	-9.8%
48	COc1cc(OC)cc(C(=O)N[C@H](C(=O)OCC(N)=O)C(C)C)c1	-0.6%

Shown field by field: entries from further up.
#43 CCN(CC)CCN1C(=O)Cn2c(C)c(C)c3cccc1c32
  ERK EGF inh: -6.1%

#41 O=c1nc(/C=C/c2ccc(O)c(O)c2)oc2ccccc12
  ERK EGF inh: ?

#44 N=C1C(c2ccccc2)=C(O)CN1CCCO
  ERK EGF inh: 0.1%[57.5 µM]

#47 CNc1nc(-c2ccccc2)cc(C)c1S(C)(=O)=O
  ERK EGF inh: -9.8%

Continuation:
#	mol	ERK EGF inh
49	COC(=O)CCCC1=CC2=CC(=O)C(C)(OC(=O)c3cccs3)C(=O)C2=CN1c1ccc(OC)cc1 (stereo not drawn)	4.9%[57.5 µM]
50	COc1cccc([C@@H]2Oc3ccc(OC)cc3C(=O)[C@H]2OC(=O)NS(=O)(=O)c2ccc(F)cc2)c1	-9.6%
51	CC(C)CNC(=S)NNC(=O)c1nn(C)cc1Cl	-1.7%
52	OC(c1cc(C(F)(F)F)nc2c(C(F)(F)F)cccc12)C1CCCCN1 (stereo not drawn)	13.0%
53	Cc1sc2ncn(CC(=O)Nc3cccc(S(N)(=O)=O)c3)c(=O)c2c1-c1ccccc1	2.2%[57.5 µM]
54	c1ccc(OCCSc2nc3ccccc3[nH]2)cc1	3.8%
55	CCOC(=O)Cc1csc(N/N=C/c2ccccc2)n1	2.0%
56	COc1c(Cl)cc(Cl)cc1C(=O)Nc1ccc(CN2CCCCC2)cc1	-4.5%
57	COc1ccc(S(=O)(=O)Nc2ccc(-n3cccc3)cc2)cc1	0.1%
58	CCOCCCN1CN(Cc2ccco2)CNC1=S	4.9%
59	CCOC(=O)N1CCN(C(=O)CCNS(=O)(=O)c2ccc3c(c2)c(=O)n(C)c(=O)n3C)CC1	-0.7%
60	CCOC(=O)c1ccc2nc(C)c(CC)c(Cl)c2c1	3.8%
61	Cc1cccc(C)c1NS(=O)(=O)c1ccc2c(c1)C(=O)c1ccccc1C2=O	-5.1%
62	Cc1cccc(C(=O)Nc2ccccc2N2CCN(c3ccc(F)cc3)CC2)c1	-10.8%
63	CC(C)CN(C(=O)CSc1nncn1-c1ccccc1)c1c(N)n(CC(C)C)c(=O)[nH]c1=O	-1.2%
64	Cc1cccc(OCc2nc(-c3ccc(Br)o3)no2)c1	-3.4%
65	CC(Sc1n[nH]c(N)n1)C(=O)Nc1ccc(Cl)cn1 (stereo not drawn)	-12.5%
66	CSCCC(NC(=O)OCc1ccccc1)C(=O)O (stereo not drawn)	-0.1%
67	COC(OC)c1nc(SCC(=O)Nc2cccc(Cl)c2)ncc1C(=O)O	-4.2%[57.5 µM]
68	Cc1nc(N2CCOCC2)nc(OCCN2CCOCC2)c1[N+](=O)[O-]	-0.6%
69	Cc1ccc(CC(=O)Nc2ccc(F)c([N+](=O)[O-])c2)cc1C	1.0%
70	C=C(C)C(=O)N1CC2(CC(c3cccc(NC(=O)/C=C\C=C/C)c3)=NO2)C[C@H]1C(N)=O (stereo partly drawn)	-5.9%[57.5 µM]
71	COc1ccc(-c2coc3ccc(OC4OC(COC(C)=O)C(OC(C)=O)C(OC(C)=O)C4OC(C)=O)c(OC(C)=O)c3c2=O)cc1 (stereo not drawn)	-9.0%
72	CCOc1ccc(C(=O)CC(=O)C(=O)NCCc2ccc(OC)c(OC)c2)cc1	-1.6%
73	CCNC(=O)/C(C#N)=C/c1c(N2CCOCC2)nc2ccccn2c1=O	-8.2%
74	CC(C)CCN1CCN(Cc2ccoc2)CC1CCO (stereo not drawn)	-11.4%[57.5 µM]
75	COc1ccccc1C(=O)NNC(=O)c1ccc(Cl)cc1	-1.2%
76	CCNS(=O)(=O)c1ccc(-c2ccc(-n3cnnn3)cc2)cc1	?
77	O=c1[nH]c2ccc(Cl)cc2c(O)c1Cc1ccccc1	0.1%
78	COc1cc(/C=C(\C#N)C(=O)NC2CCCCC2C)ccc1OS(=O)(=O)c1ccc(C)cc1 (stereo not drawn)	-5.0%
79	C(=C/c1nccc2c1[nH]c1ccccc12)/c1ccc2c(c1)OCO2	-10.8%[57.5 µM]
80	O=C(COC(=O)CCc1nc2ccccc2n1-c1ccccc1)Nc1cccc(Cl)c1	-5.4%
81	Cn1c(N)c(C(=O)COC(=O)C2CCCC2)c(=O)n(C)c1=O	-5.1%
82	O=C(Nc1nc(-c2ccccn2)cs1)c1ccc(S(=O)(=O)N2CCCCC2)cc1	1.0%[57.5 µM]
83	Fc1ccccc1/C=N/n1cc(-c2ccccc2)[nH]c1=S	-8.4%[57.5 µM]
84	CCOC(=O)/C=c1\s/c(=C\c2ccc(C#N)cc2)c(=O)n1CC(=O)Nc1cccc(C)c1C	-18.2%
85	CCn1nc(NC(=O)C2CCCO2)c2cc3cc(C)ccc3nc21 (stereo not drawn)	?
86	O=C(O)c1cn(C2CC2)c2cc(N3CCN(S(=O)(=O)c4ccc5c(c4)OCCO5)CC3)c(F)cc2c1=O	-4.7%
87	CSC1=NC2(CCCCC2)CC12C=CC(=O)C=C2	-9.2%
88	O=C(NC(=S)N1CCN(c2ccc(O)cc2)CC1)c1cccs1	6.3%[57.5 µM]
89	CC(=O)N1CCC2(CC1)CCN(c1ccncc1)CC2	9.3%
90	COc1cc(OC)cc(C(=O)NCC(=O)OCC(=O)Nc2ccc3c(c2)OCO3)c1	1.6%
91	C[C@@H](C(=O)Nc1ccc2ccccc2c1)[C@H]1C[C@]1(C)[C@H](NC(=O)c1ccccc1)c1ccccc1	-5.9%
92	CC(C)C[C@H](N)CSSC[C@@H](N)CC(C)C	16.0%
93	O=C(Nc1ccncc1)c1ccc(S(=O)(=O)Nc2ccccc2)cc1	-0.3%
94	Cc1cccc(-n2cc(-c3ccccc3)c3c(N4CCOCC4)ncnc32)c1	-4.8%
95	Cc1ccc(C(=O)NCC(c2ccc(F)cc2)N2CCOCC2)cc1 (stereo not drawn)	-4.6%[57.5 µM]
96	COc1cccc(Cn2cccc(NC(=O)Nc3cccc(C#N)c3)c2=O)c1	1.4%[57.5 µM]
97	CCOc1ccc(C(=O)NC2CCN(C(=O)Nc3ccccc3OC)CC2)cc1	5.2%
98	Cc1ccc2occ(C(=O)c3ccco3)c(=O)c2c1	-11.7%[57.5 µM]
99	O=C(N/N=C\c1ccc(Oc2ccccc2)cc1)c1csnn1	-11.8%
100	CCn1nc(C)c(CN2CCN(Cc3ccc(OC)c(C)c3C)C(CCO)C2)c1C (stereo not drawn)	-9.2%[57.5 µM]
101	Cc1c(C(=O)Nc2ccc(S(N)(=O)=O)cc2)oc2ccc(Cl)cc12	1.6%
102	CCOc1ccc(Oc2ccc(Cl)cc2NC(=O)CCNC(C)=O)cc1	2.8%
103	O=C(CN1c2ccccc2Sc2ccccc21)NNC(=O)Nc1cccc(Cl)c1	-3.3%[57.5 µM]
104	COc1cc(O)c(C(CCN2CCN(c3ccccc3)CC2)c2cc(OC)c(OC)c(OC)c2)c(OC)c1 (stereo not drawn)	-0.7%[57.5 µM]

Continued:
#	mol	ERK EGF inh
105	CC(=O)N1CCN(S(=O)(=O)c2ccc(F)c(Cl)c2)CC1	-7.8%
106	Nc1ncncc1-c1ccc2ccccc2c1	3.7%[57.5 µM]
107	OCCC1CN(C2CCN(c3ccccc3F)CC2)CCN1Cc1ccccc1 (stereo not drawn)	7.5%
108	Cc1ccnc(NC(=O)CC(c2ccccc2)c2ccccc2)n1	-7.2%
109	CCO[C@@H]1OC(C(=O)O)=C[C@H](c2ccc(Br)cc2)[C@H]1CCCO	-15.4%[57.5 µM]
110	COc1ccccc1C(=O)C1CCCN(C(=O)CN2CCCCC2=O)C1 (stereo not drawn)	-2.4%
111	COCCn1c(C)cc(C2=NNC(=NC(C)(C)C)SC2)c1C	-6.2%
112	CCCCCc1ccc(-c2ccc(/C=C/C(N)=O)cc2)nc1	-7.0%
113	COc1ccc(S(=O)(=O)c2nnn(-c3cccc(OC)c3)c2N)cc1	0.6%
114	O=C(COC(=O)c1cnccn1)c1cccc([N+](=O)[O-])c1	15.6%[57.5 µM]
115	CN(C)CCCn1cc(C2=C(c3c[nH]c4ccccc34)C(=O)NC2=O)c2ccccc21	-0.7%
116	CCOC(=O)c1nc(NCCc2ccccc2)sc1C	-7.5%
117	O=C1Nc2ccc([N+](=O)[O-])cc2OC1CCN1CCN(c2ccccc2)CC1 (stereo not drawn)	-8.5%
118	COc1ccc(C2CC(Cn3cc(C#N)c(=O)n(C)c3=O)ON2C)cc1 (stereo not drawn)	-3.1%
